Screening results as filed in PubChem BioAssay.
KDM5B inh: blocks human KDM5B histone demethylase activity; KDM5B demethylase, FDH-coupled NADH fluorescence (FDH is formaldehyde dehydrogenase); Q9UGL1; AID 1347165; actives 2.6% (n = 220,000); Potency, µM (series often up to 57.7 µM), for inactives: at the highest dose activity change, negative = inhibition, hits mostly inhibitors; active = well fitted inhibition curve with a large enough effect; inconclusive = small, poorly fitted or top-dose-only effect; inactive = no such curve, though single readings can be large or run the other way; also: 0% is about no effect; nearly all actives have a fitted effect of over 70% in size
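KDM5BΔAP (200 nM final) in 50 mM HEPES pH 7.5, 0.01% Tween-20 was preincubated 10 min at RT with compound over a concentration range. Substrate mix (H3K4me3 12.5 µM, α-KG 25 µM, Fe²⁺, ascorbate, NAD⁺, FDH) was added, and NADH fluorescence change over 30 min gave dose-response curves.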
* hit, by the source's call; i = inactive; ? = inconclusive; [ ] = dose if it differs, or a comment. Potency is read from the fitted curve at half-maximal effect.

SMILES | KDM5B inh
CN(C)C(CNC(=O)CC1C=CCC1)c1cccs1 (stereo unspecified) | -4%
COc1ccc(OC2CN(C(=O)c3ccccc3F)C2)cc1 | 16%[149 µM]
CCCNC(=O)C1COC2(CCN(C(=O)C3CCC3)CC2)N1C(=O)c1ccc(OC)cc1 (stereo unspecified) | -17%
COc1ccc(NC(=O)c2ncoc2-c2ccc(C)s2)cc1 | -23%
CCn1nccc1C(=O)N1C[C@@H](Oc2ccccc2)C[C@@H]1C(=O)NC | 15%
c1ccc2c(c1)OCCOCCOc1ccccc1OCCO2 | 24%
COc1ccc(-c2nnc3ccc(Oc4ccc(NC(C)=O)cc4)nn23)cc1 | ?
CC(C)NC(=O)NC(=O)CSc1nc2ncccc2c(=O)n1-c1ccccc1 | -32%
COCCc1nncn1C1CCN(S(=O)(=O)c2cccc(Cl)c2)CC1 | 6%
CC(C)(C)CC(=O)NCC(c1ccc2c(c1)OCO2)N1CCOCC1 (stereo unspecified) | -11%
COc1ccc(-n2nnnc2SCc2cc(Cl)c3c(c2)OCCCO3)cc1 | 0%
COCCn1c(CN2CCn3nc(C#N)cc3C2)nnc1C1CC(N)C1 (stereo unspecified) | 49%[activator]
COc1ccc2c(C)c(CC(=O)NC3CCCCC3)c(=O)oc2c1OC | -5%
CCN1CC(C(=O)N2CCN(Cc3cccc(F)c3)C(=O)C2)CC1=O (stereo unspecified) | -17%
Cn1nc(C(F)(F)F)c(-c2ccc(F)cc2)c1NC(=O)c1ccco1 | 38%
COC1CCN(CC2CCCCCN2C(=O)CCCc2ccccc2)CC1 (stereo unspecified) | -24%
CN(C)C(=O)C1CN(C(=O)Nc2cccc(F)c2)CC12CCOCC2 (stereo unspecified) | -12%
O=C(CSc1cn(CCNC(=O)c2cccc(C(F)(F)F)c2)c2ccccc12)Nc1ccc2c(c1)OCCO2 | -5%
O=C(CC[C@H]1NC(=O)c2ccccc2NC1=O)NCCc1ccccn1 | 40%[activator]
CC(C)Cn1cc(C(=O)NCCCN2CCC(C)CC2)c2c3ccccc3n(C)c2c1=O | ?
Cc1ccc(S(N)(=O)=O)cc1C(=O)N[C@H]1[C@@H]2CCO[C@@H]2[C@@H]1C1CCCC1 | 24%
O=C(NCc1ccccc1)c1ccc2c(c1)OCCN(c1ccccc1)C2 | ?
Cc1ccc(NC(=O)c2cccnc2C(=O)O)nc1 | ?
CCOc1ccc(C(=O)c2oc3ccccc3c2NC(=O)c2nc(S(C)(=O)=O)ncc2Cl)cc1 | 8%
COc1ccc(CC(=O)n2nc(C)c(S(=O)(=O)N3CCc4ccccc4C3)c2C)cc1 | 11%
CN(Cc1ccccc1)c1nc2c(c(=O)[nH]c(=O)n2C)n1CCCc1ccccc1 | 13%
Cc1ccc(NC2(c3nnnn3-c3ccc(C)cc3)CCCC2)cc1 | -3%
CN1[C@@H](CCC(=O)NCc2ccc(F)cc2)CNC(=O)[C@@H]2[C@H]1CCN2Cc1ncc[nH]1 | ?
O=C(NC1CCCCC1)c1cc2ccccc2cc1O | ?
Cn1c2ccccc2c2nnc(SCc3c(F)cccc3Cl)nc21 | 27%
CCc1ccc(NC(=O)CN2C(=O)C3CCCN3c3ccc(S(=O)(=O)N(CC)CC)cc32)cc1 (stereo unspecified) | 4%
COc1ccccc1NC(=O)CN1C(=O)c2cccc3cccc1c23 | ?
FC(F)(F)c1cccc(C2=NOC3(CCN(Cc4cccc5ccccc45)CC3)C2)c1 | -24%
Cc1ccc(CN2CCC(C3CCN(C)CC3)C2)o1 (stereo unspecified) | ?
COCCNC(=O)[C@@H](C)C1CC[C@@]2(C)CC[C@H](NC(=O)c3ccc(C#N)cc3)[C@@H](C)[C@@H]2[C@H]1O (stereo partly specified) | 8%
COCC(=O)N1CCN(Cc2nc(C(C)(C)C)no2)CC1 | 2%
N#CCCN1CCN(C(C(=O)O)c2cn(CCC(=O)O)c3cc(F)ccc23)CC1 (stereo unspecified) | -13%
COc1ccc(-c2nc(-c3c(C)noc3C)cc3c2cc(C)n3CCN(C)C)cc1OC | i
O=C(Nc1ccc(-c2nc3ccccc3o2)cc1)c1cc([N+](=O)[O-])ccc1Cl | -7%
CC(C)CNC(=O)N1CCC(CCOc2ccc(F)cc2)C1 (stereo unspecified) | -20%
Cc1nn(-c2ccc(C(C)C)cc2)c(C)c1[C@@H]1C=C[C@@H](NCc2cccc(C#N)c2)C1 | ?
CN1C(=O)CC(C(=O)O)C12CCN(CCc1ccccn1)CC2 (stereo unspecified) | 26%
Cc1ccc(S(=O)(=O)N(C)CCc2noc(-c3ccccc3F)n2)c2nsnc12 | -2%
COc1ccc(NC(=O)N2CCc3c(C(=O)Nc4ccccc4)cccc32)cc1 | ?
COc1ccc(/C=C(\C#N)C(=O)C(C)(C)C)cc1Br | -15%
O=C(c1ccc2c(c1)ncn2CCO)N1CCCC(CCc2ccccc2F)C1 (stereo unspecified) | -15%
CCn1nc(C)c(CN2CCC(n3nccc3NC(=O)c3ccc4c(c3)OCO4)CC2)c1C | -14%
O=c1nc2c(-c3ccc(F)cc3Cl)n[nH]n2c2ccccc12 | ?
C[C@@H](NC(=O)COc1ccccc1)c1c(-c2ccc(F)cc2)noc1C(=O)O | -19%[86.2 µM]
Cc1ccc(NC(=O)Cn2c(C)nc3c(sc4ccccc43)c2=O)cc1F | 11%

(listing goes on)
SMILES | KDM5B inh
O=C(NNC(=O)C1CCC(c2ccccc2)CC1)c1ccc(Br)cc1 (stereo unspecified) | 14%
COc1ccc(OC)c(-c2nc3ccc(-c4ccc(OC)c(OC)c4OC)cc3o2)c1 | i
CN(C)c1ccc(CN2CCC3(C2)C(=O)Nc2ccccc23)cc1 (stereo unspecified) | -23%[86.2 µM]
Cc1cc(=O)[nH]c(SCc2ccc(Cl)cc2)n1 | 3%
Cc1ccc(CNC(=O)c2sc3nc(C)cc(C)c3c2-n2cccc2)cc1 | -2%
COCCOc1ncccc1-c1noc([C@@H]2CCCN2CC2CC2)n1 | ?
Cc1oc(-c2ccccc2)nc1CC(=O)NC1CCCCNC1=O (stereo unspecified) | -18%
O=C1CCCN1Cc1nc(-c2ccc(F)c(Cl)c2)no1 | -7%
O=C(NC1CCCCC1)C1CN(S(=O)(=O)c2cc(F)cc(F)c2)CC12CCOCC2 (stereo unspecified) | 10%
CCN(C)Cc1cn(Cc2ccccc2)nc1-c1ccc2c(c1)OCO2 | -2%
COc1ccccc1-c1cc(C(=O)O)c2ccc(C)c(C)c2n1 | ?
CCCCc1nc(SCC(=O)Nc2nnc(C(C)C)s2)n[nH]1 | -21%
CC(C)(C)CC(=O)Nc1ccc(C(N)=O)c(Cl)c1 | -11%
COc1ccc(Cn2c(=O)c(-c3noc(C)n3)c3n(c2=O)CCCCC3)cc1 | -8%
CCN(CC)S(=O)(=O)c1ccc(NC(=O)CN(c2ccccc2)S(=O)(=O)N(C)C)cc1 | -10%
CC1CCCCN1C(=O)Cn1ccn2nc(-c3ccc(F)cc3)c(CO)c2c1=O (stereo unspecified) | -29%
CCSc1nc2n(n1)C(c1ccc(CC)cc1)C(C(=O)Nc1ccccc1OC)=C(C)N2 (stereo unspecified) | -11%
N=C(N)SCc1ccc(F)cc1 | 19%
COc1cccc(CNC(=O)c2cccc(N3CCCN(Cc4ccc(C)cc4)C3=O)c2)c1 | 1%
Cc1cc(C)c(C(=O)COC(=O)c2ccc(N3CCCC3=O)cc2)c(C)c1 | 20%
O=C(N/N=C/C=C/c1ccco1)c1cnccn1 | ?
CCCOc1ccc(Oc2nc(NC)nc(N3CCOCC3)n2)nn1 | -27%
c1csc(CN2Cc3[nH]cnc3C[C@H]2c2nc(-c3ccc4ccccc4c3)no2)c1 | 28µM*
CCOc1ccc(C2CC(=O)N(c3cccc(F)c3)C3=C2C(=O)OC3)cc1 (stereo unspecified) | 21%
COc1cccc(Cn2c(-c3nonc3NC(C)=O)nc3ccccc32)c1 | ?
COc1cccc(C2c3c(-c4ccccc4O)n[nH]c3C(=O)N2CCc2ccc(OC)c(OC)c2)c1 (stereo unspecified) | -15%
CCOc1ccc2nc(N(Cc3cccnc3)C(C)=O)sc2c1 | -11%
COc1ccc(C(=O)OCC(=O)NC(=O)NCc2ccccc2)cc1[N+](=O)[O-] | 17%
FC(F)(F)c1cnc(SCc2cccc3ccccc23)c(Cl)c1 | -8%
Cc1cccc(CSC2=NS(=O)(=O)c3ccccc3N2Cc2ccccc2)c1 | -7%
CCc1ccc(S(=O)(=O)N2CC(F)(F)C[C@H]2c2nnc(C)o2)cc1 | 3%
O=C(O)CC1(CC(=O)N2CC[C@H]3NC(=O)N(c4ccc(Oc5ccccc5)cc4)C(=O)[C@H]32)CCCC1 | -10%
NC(=O)CSc1nc2c(c(=O)n1-c1ccccc1)C1(CCCCC1)Cc1ccccc1-2 | 4%
CCCNC(=O)N1CCC2(CCCN(Cc3cccc(F)c3F)C2=O)C1 (stereo unspecified) | 4%
CCOCCn1c(NCCOC)nc2c1c(=O)[nH]c(=O)n2C | -11%
O=C(c1ccccc1Cl)N1CCC2(CC1)C(=O)NCN2Cc1ccc(Cl)cc1 | -1%
COc1ccc(Cn2c3c(c(=O)n2Cc2ccccc2)CCN(C(=O)c2scnc2C)C3)cc1 | -2%
Cc1cn2c(=O)cc(COc3ccc(NC(=O)c4ccc(C(C)(C)C)cc4)cc3)nc2s1 | ?
O=C(Cc1c[nH]c2ncc(-c3ccccc3C(F)(F)F)cc12)N1CCOCC1 | ?
Cc1ccc(CNC(=O)c2ccc(N3CCCC3)c(NC(=O)Nc3ccc(C)cc3)c2)cc1 | -21%
COc1ccc(OC)c(-c2ccc3ncn(-c4ccc(F)cc4F)c(=O)c3n2)c1 | 20%[86.2 µM]
CCOc1ccccc1NC(=O)c1nn(C)c(=O)c2ccccc12 | 24%
NC(=O)c1cc[nH]c1C1CCCN(C2CCOCC2)C1 (stereo unspecified) | -2%
CCOc1ccc(-c2nc(C(N)=O)c3c(n2)n(-c2ccc4c(c2)OCO4)c(=O)n3CC)cc1 | -17%
COc1cccc(N2C(=O)NC(=NC3CCCC3)C23CCCN([S+](=O)([O-])c2ccccc2)C3)c1 (stereo unspecified) | 15%[115 µM]
Cn1cnnc1CC1CCN(C(=O)CC2CCCCC2)C1 (stereo unspecified) | -10%
CCCn1nc(C(=O)Nc2ccc(OC)c(NC(C)=O)c2)c2ccccc2c1=O | 17%
O=C([C@@H]1C[C@H](F)CN1C(=O)NCc1ccco1)N1CCCCC1 | -20%
CC(c1nc2ccccc2n1CC(=O)N(c1ccccc1)C(C)C)N1CCOCC1 (stereo unspecified) | 2%
CC(CNC(=O)c1cc2ccccc2s1)N1CCCCC1 (stereo unspecified) | 10%

Arranged by count of non-hydrogen atoms (descending): some entries from above.
SMILES | KDM5B inh
Cc1cccc(CSC2=NS(=O)(=O)c3ccccc3N2Cc2ccccc2)c1 | -7%
COc1ccccc1NC(=O)CN1C(=O)c2cccc3cccc1c23 | ?
Cc1ccc(NC(=O)c2cccnc2C(=O)O)nc1 | ?

Some of the entries so far, field by field.
O=C(Cc1c[nH]c2ncc(-c3ccccc3C(F)(F)F)cc12)N1CCOCC1
  KDM5B inh: ?

Cc1ccc(CNC(=O)c2ccc(N3CCCC3)c(NC(=O)Nc3ccc(C)cc3)c2)cc1
  KDM5B inh: -21%

COc1ccc(OC)c(-c2ccc3ncn(-c4ccc(F)cc4F)c(=O)c3n2)c1
  KDM5B inh: 20%[86.2 µM]

CCOc1ccccc1NC(=O)c1nn(C)c(=O)c2ccccc12
  KDM5B inh: 24%

Other entries follow:
SMILES | KDM5B inh
O=C1CC(c2noc(-c3cc(F)cc(F)c3)n2)CN1C1CCCCC1 (stereo unspecified) | 2%
CCOCCCNC(=O)N1CCCCCC1c1nc(-c2ccncc2)no1 (stereo unspecified) | -23%
O=C(c1ccccc1C1CCNC1)N1CCN(C/C=C/c2ccccc2)CC1 (stereo unspecified) | -11%
Cc1cc(C)c(NC(=O)Cc2cccs2)c(Cl)c1 | -11%
COc1cc2oc(=O)c(CC(=O)NCc3ccc4c(c3)OCO4)c(C)c2cc1OC | -103%
CCc1ccccc1N(CC(=O)NC1CCCCC1)C(=O)CNC(=O)c1ccco1 | 18%
Cc1ccc2c(c1)N1C(=O)OC[C@@H]1CCN(C(=O)CN(C)C)C2 | 4%[86.2 µM]
CC(C)NC(=O)C[C@@H]1C[C@H]2O[C@H](CNCc3ccncc3F)[C@@H](O)[C@H]2O1 | -11%[86.2 µM]
CCCc1nc2ccccc2c(C(=O)OCC(=O)NC)c1CC | 8%
COc1cccc(CN2C(=O)CCCCC2C(=O)N2CCc3ccccc3C2)c1 (stereo unspecified) | -6%
Nc1ccc(C(=O)O)cc1CCCC(=O)O | -29%
CCOc1ccc2c(c1)O/C(=C\c1cccc(OS(C)(=O)=O)c1)C2=O | -23%
CCc1c(C(=O)c2ccc[nH]2)oc2ccc(F)cc12 | -22%
COCCN1C(=O)CC[C@]2(C(=O)NCc3ccccc3Cl)CCCC[C@@H]12 | 15%
CN(C)N1C(=O)CC(c2ccc(F)cc2)C2=C1CC(C)(C)CC2=O (stereo unspecified) | -7%

The list is partial; count on the stated rates, not on these rows.
